# Compound activity (PubChem)
# GAA glycogen: GAA glycogen-cleavage inhibition or activation; P10253; recombinant GAA, glycogen substrate, Amplex Red glucose oxidase fluorescence; Potency, µM (highest dose often 76.4 µM), for the others: at the top dose activity change, negative = inhibition, actives largely listed as inhibitors; 300,000 compounds, 0.38% hits; AID 2100; active = well fitted inhibition curve with a large enough effect; inconclusive = small, poorly fitted or top-dose-only effect, or another doubt; inactive = no such curve, though single readings can be large or run the other way;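 also: 0% = full enzyme reaction and -100% = no-enzyme basal signal; the screen sought inhibitors and activators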
#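 Natural-substrate format: glycogen cleavage by 4 nM human enzyme, glucose read by Amplex Red coupling (Ex 573, Em 610 nm). Normalized to enzyme and no-enzyme controls.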
# Numbers without * were called inactive; u = inconclusive; [ ] = remark or other dose. Potency is read from the fitted curve at half-maximal effect. This is a subset; count on the stated rates, not on these rows.
structure | GAA glycogen
Cc1ccc(N(C(=O)c2snc(C(N)=O)c2N)C(C(=O)NCC2CCCO2)c2ccc(C)o2)c(C)c1 (stereo not drawn) | 2.6%
Cc1ccc(NC(=O)Cn2cnc([N+](=O)[O-])c2)cc1C | 2.1%[76.3 µM]
O=C1c2ccccc2C(=O)N1c1ccc(S(=O)(=O)N2CCCCC2)cc1 | -11.1%[15.3 µM]
CCc1ccc2oc(-c3ccc(NC(=O)c4cc(OC)c(OC)c(OC)c4)cc3)nc2c1 | -3.7%[76.3 µM]
Cc1ccc2c(c1)N(C(=O)CCC(=O)NCc1cccc(Br)c1)CC(C)O2 (stereo not drawn) | 14.2%[76.3 µM]
O=C(Nc1ccc(F)cc1F)NC1CCCCCCC1 | -4.9%[76.3 µM]
COc1ccc(S(=O)(=O)c2cn(CC(=O)Nc3ccccc3)c3ccc(Cl)cc3c2=O)cc1 | -4.3%[76.3 µM]
O=C(c1ccc(=O)[nH]c1)N1CCN(S(=O)(=O)c2ccc(Cl)cc2)CC1 | -9.8%
O=C(O)c1cc2c(cn1)[nH]c1ccccc12 | -1.5%
O=C(CSc1ccc(-c2ccco2)nn1)Nc1ccc(F)cc1F | -0.5%[76.3 µM]
CCCn1c2ccccc2c2cnn(CC(=O)NCCc3cc(OC)ccc3OC)c(=O)c21 | -5.2%[76.3 µM]
Cc1ccccc1C(=O)NC1CCN(C(=O)NC2CCCCC2)CC1 | -6.1%
CCOC(=O)C1CCN(CCC(=O)Nc2ccccc2OC)CC1 | -5.4%[76.3 µM]
CCOc1ccc(NC(=O)N2CCC(CN3CCc4ccccc4C3)CC2)cc1 | 50.1µM*
CCCCN(CC)CCCNC(=O)c1cc2c(-c3ccc(OC)c(OC)c3)nn(C)c2s1 | 0.6%
CN1CCc2c(sc(NC(=O)C3COc4ccccc4O3)c2C(N)=O)C1 (stereo not drawn) | 0.7%[76.3 µM]
CC(C)[C@@H]1COC(c2cccc(C3=N[C@H](C(C)C)CO3)c2)=N1 | 9.4%[76.3 µM]
CCCCOc1cccc(C(=O)Nc2cccc3ccc(C)nc23)c1 | -2.9%[76.3 µM]
CCOc1cc(/C=N/NC(=O)C(=O)N/N=C/c2ccc(O)c(OCC)c2)ccc1O | -10.8%[76.3 µM]
COCCC(=O)N1CCC(Oc2ccc(C(=O)N3CCCC(CCCO)C3)cc2)CC1 (stereo not drawn) | -8.5%[76.3 µM]
CC(C)Oc1ccc(CNC(=O)CCn2c(=O)c3cccn3c3ccc(F)cc32)cc1 | 6.4%[76.3 µM]
O=C(NCCN1CCN(C(=O)c2ccc(F)cc2)CC1)c1ccc(F)cc1 | -2.8%[76.3 µM]
CCOc1nc(-c2ccccc2)c2cc(Br)ccc2n1 | -1.0%
CCOCCCNC(=O)C(c1ccc(OC)cc1)N(Cc1cccs1)C(=O)c1ccc(NC(C)=O)cc1 (stereo not drawn) | 4.7%[76.3 µM]
CCC(=O)Nc1cccc(C(=O)N(Cc2ccccc2)Cc2ccccc2)c1 | -3.3%[76.3 µM]
COc1ccc(C(=O)N/N=C/c2ccc(OC)c(COc3c(F)c(F)cc(F)c3F)c2)cc1 | 0.9%[76.3 µM]
O=C(Nc1ccccc1)c1ccc(NC(=O)c2cccs2)cc1 | -10.2%[76.3 µM]
COc1cccc(CN2CCN(Cc3ccc4cccc(F)c4n3)CC2CCO)c1 (stereo not drawn) | -13.2%[76.3 µM]
COc1ccc(OCc2cc(C(=O)NC3Cc4ccccc4C3)no2)c(Cl)c1 | 0.0%[76.3 µM]
CCn1c(=O)n(CC)c2cc(N3CCCC3)c(NC(=O)c3cccc(Cl)c3)cc21 | u
COc1ccc(-c2c(C)c3cc(O)ccc3oc2=O)cc1 | -9.7%[76.3 µM]
S=c1[nH]c2cnccc2n1Cc1ccccc1 | 3.0%
CCOc1ccc(N(CC(=O)N2CCCCCC2)S(C)(=O)=O)cc1 | -3.1%[76.3 µM]
Cc1cccc(N2CCN(S(=O)(=O)c3csc(C(N)=O)c3)CC2)c1C | -6.3%[76.3 µM]
COc1ccc(Br)cc1/C=N/Nc1ccccn1 | 7.2%[76.3 µM]
Cc1c(C(=O)OCC(=O)Nc2ccc(C(=O)N(C)C)cc2)oc2ccccc12 | -6.9%[76.3 µM]
O=C(CSc1nc2ccccc2[nH]1)NCc1ccccc1 | -4.6%[76.3 µM]
Cc1ccc(CCNC(=O)C(NS(=O)(=O)c2ccc3c(c2)oc(=O)n3C)C(C)C)cc1 (stereo not drawn) | 12.6%[76.3 µM]
COc1ccc(C(=O)Nc2cccc3ccccc23)cc1 | -0.7%[76.3 µM]
CCOc1ccc(C(=S)N2CCCC2)cc1OCC | -14.9%[76.3 µM]
O=C(NCc1nnc(SCC(=O)N2CCN(c3ccccc3)CC2)o1)c1c(F)cccc1Cl | 14.6%[76.3 µM]
O=[N+]([O-])c1ccc(-n2nncc2-c2ccccc2)cc1 | -2.6%[76.3 µM]
Clc1cccc(N2CCN(c3ncnc4c3nc3n4CCCC3)CC2)c1 | 11.0%[76.3 µM]
O=C(NC(Cc1ccccc1)C(=O)O)/C(=C/c1ccc(Br)cc1)NC(=O)c1ccc(Br)o1 (stereo not drawn) | -2.1%[76.3 µM]
COc1cc(CN(C(=O)c2ccc(C)cc2)C2CCS(=O)(=O)C2)cc(OC)c1OC (stereo not drawn) | 14.7%[76.3 µM]
COc1ccc(C(=O)N2c3ccc(C)cc3C(C)(c3ccccc3)CC2(C)C)cc1 (stereo not drawn) | -7.6%[76.3 µM]
O=C(NCC(O)c1ccc2ccccc2c1)c1c(F)cccc1F (stereo not drawn) | -0.4%
COc1ccc(N(CC(=O)N2CCN(c3ccccc3F)CC2)S(=O)(=O)c2c(C)noc2C)cc1 | -8.2%[76.3 µM]
Cc1cccc(C)c1NS(=O)(=O)c1ccc(NS(=O)(=O)c2ccc3c(c2)OCCO3)cc1 | -4.8%[76.3 µM]
C=C1CCC[C@]2(C)C[C@H]3OC(=O)C(CN4CC(C)OC(C)C4)[C@H]3C[C@@H]12 (stereo partly drawn) | 4.8%
COc1ccc(Nc2ncc(C(=O)Nc3cc(Cl)c(OC)cc3OC)c3ccccc23)cc1 | -11.2%[76.3 µM]
CCOc1ccccc1NC(=O)C(=O)CC(=O)c1ccc(OC)cc1 | 1.0%
CCOc1ccc(S(=O)(=O)Nc2ccc(C(=O)NCC(c3ccccc3)N(C)C)cc2)cc1 (stereo not drawn) | -1.0%[76.3 µM]
Cc1ccc(-n2c3c(c(=O)[nH]c2=O)C(NC(=O)c2ccccc2C)(C(F)(F)F)C(=O)N3)cc1 (stereo not drawn) | -1.5%[76.3 µM]
COc1ccc(/C=C/C(=O)NC(=S)Nc2ccccc2)cc1OC | -0.4%
COc1cccc(C(=O)Nc2ccc(S(=O)(=O)N(Cc3ccccc3)c3ccccc3)cc2)c1 | -7.1%[76.3 µM]
COc1ccc(NC(=O)Cn2c(CCC(=O)O)ccc2-c2ccccc2)cc1Cl | -1.9%[76.3 µM]
COc1ccc(C/C(=N\OC(C)=O)c2ccc(OC)cc2)cc1 | 0.9%[76.3 µM]
COc1ccc(CCN(C)C(=O)c2ccc(S(=O)(=O)Nc3ccccc3C)cc2)cc1OC | u
COc1ccc(N(CC(=O)NCCSc2ccccn2)S(=O)(=O)c2ccc(C)cc2)cc1OC | 9.3%[76.3 µM]

# (further entries)
structure | GAA glycogen
Cc1c(CC(=O)NCCCCCC(=O)O)c(=O)oc2c(C)c3oc4c(c3cc12)CCCC4 | 5.7%
CCN(CC)Cc1c(O)ccc2c(=O)c(-c3ccc(Cl)cc3)coc12 | -13.3%[76.3 µM]
CCOc1ccc(/C=N/NC(=O)c2nnn(-c3nonc3N)c2CN2CCC(C)CC2)cc1 | -5.6%
CCOc1ncccc1C(=O)NC(C)CCc1ccccc1 (stereo not drawn) | 2.2%
CC1(C)Cc2c(sc(NC(=O)C(=O)N3CCCC3)c2C(=O)O)CO1 | -5.4%[76.3 µM]
COc1ccc(C(=O)Nc2ccc(NC(=O)c3cc(OC)c(OC)c(OC)c3)cn2)cc1 | 3.5%[76.3 µM]
COC(=O)C1CN(C(=O)COc2ccc(Cl)cc2C)c2ccccc2O1 (stereo not drawn) | -6.4%
Cc1ccc(-c2ccccc2NC(=O)CS(=O)CC(=O)Nc2ccc(C)c(Cl)c2)o1 (stereo not drawn) | 0.7%
CC(C)(C)c1ccc(/C=C(\C#N)C(=O)Nc2ccccn2)cc1 | -5.7%
COc1ccccc1N1CCN(CCCNC(=O)Cn2ncc3c([nH]c4ccccc43)c2=O)CC1 | 17.2%[76.3 µM]
Cc1ccc2occ(CC(=O)N3CCN(c4cccc(Cl)c4)CC3)c2c1 | 1.7%[76.3 µM]
Cc1cccc(OCC(=O)Nc2c(C(=O)N3CCN(c4ccccc4F)CC3)oc3ccccc23)c1 | -6.6%[76.3 µM]
CCc1ccc(N(CC(=O)NCc2ccco2)C(=O)CCC(=O)Nc2ccccn2)cc1 | -1.5%
COc1ccc(C)cc1S(=O)(=O)N1CCN(C(=O)c2ncoc2-c2ccc(F)cc2)CC1 | 6.0%
Cc1[nH]c(=O)[nH]c(=O)c1S(=O)(=O)Nc1ccc(Cl)c([N+](=O)[O-])c1 | 1.2%
CCOc1ccc(NC(=O)c2sc(-n3nc(C)c(CCC(C)C)c3C)nc2C)cc1 | -4.3%[76.3 µM]
Cc1nc(-c2ccc(NC(=O)Cc3ccccc3)cc2)cs1 | 7.7%
CC(CCc1ccccc1)NC(=O)Cn1ncc2c3ccccc3n(Cc3ccccc3F)c2c1=O (stereo not drawn) | -14.8%[76.3 µM]
CCN1C(C(=O)c2ccccc2)=C(OC(=O)COc2ccc(OC)cc2)c2ccccc2S1(=O)=O | 11.4%[76.3 µM]
CCn1c(SCC(=O)Nc2cccc(OC)c2)nc2ccccc2c1=O | -9.0%[76.3 µM]
O=C(CNC(=O)COc1ccccc1)NCc1cccnc1 | 9.7%[76.3 µM]
CCOc1ccc2nc(SCC(=O)NC3CC3)sc2c1 | 1.2%[76.3 µM]
C/C(=N\Nc1ccccc1)c1cccc(N)c1 | u
CCC(=O)NN1CCc2cc3ccc(C)cc3nc21 | -1.5%

# Part of the list above in order of SMILES length, rising.
structure | GAA glycogen
C/C(=N\Nc1ccccc1)c1cccc(N)c1 | u
CCC(=O)NN1CCc2cc3ccc(C)cc3nc21 | -1.5%
CCOc1ccc2nc(SCC(=O)NC3CC3)sc2c1 | 1.2%[76.3 µM]
O=C(CNC(=O)COc1ccccc1)NCc1cccnc1 | 9.7%[76.3 µM]
Cc1nc(-c2ccc(NC(=O)Cc3ccccc3)cc2)cs1 | 7.7%
CCn1c(SCC(=O)Nc2cccc(OC)c2)nc2ccccc2c1=O | -9.0%[76.3 µM]
CC(C)(C)c1ccc(/C=C(\C#N)C(=O)Nc2ccccn2)cc1 | -5.7%
Cc1ccc2occ(CC(=O)N3CCN(c4cccc(Cl)c4)CC3)c2c1 | 1.7%[76.3 µM]
CCOc1ccc(NC(=O)c2sc(-n3nc(C)c(CCC(C)C)c3C)nc2C)cc1 | -4.3%[76.3 µM]
CCc1ccc(N(CC(=O)NCc2ccco2)C(=O)CCC(=O)Nc2ccccn2)cc1 | -1.5%
CC(CCc1ccccc1)NC(=O)Cn1ncc2c3ccccc3n(Cc3ccccc3F)c2c1=O (stereo not drawn) | -14.8%[76.3 µM]
Cc1cccc(OCC(=O)Nc2c(C(=O)N3CCN(c4ccccc4F)CC3)oc3ccccc23)c1 | -6.6%[76.3 µM]
Cc1[nH]c(=O)[nH]c(=O)c1S(=O)(=O)Nc1ccc(Cl)c([N+](=O)[O-])c1 | 1.2%

# (further entries)
structure | GAA glycogen
O=C(NCc1ccccn1)c1nn(-c2ccccc2Cl)nc1CO | 5.9%[76.3 µM]
COc1ccc(CCNC(=O)CCc2cc(OC)c(OC)c(OC)c2)cc1 | 5.3%
Cc1cccc(N2CCN(C(=O)c3nn(C)c4c3CSc3ccccc3-4)CC2C)c1 (stereo not drawn) | -17.0%[76.3 µM]
O=C(COc1ccccc1Cl)NCCCNC(=O)c1cnccn1 | 4.7%
COc1cccc(NC(=O)Cn2c(=O)n(-c3ccc(Cl)cc3)c(=O)c3sc4ccccc4c32)c1 | -9.8%[76.3 µM]
Cc1ccc(-c2c(C(=O)N/N=C/c3ccc(C)o3)nnn2-c2nonc2N)cc1 | -27.1%[76.3 µM]
COc1ccc(OC)c(C2NC(=O)CCC2[N+](=O)[O-])c1 (stereo not drawn) | -11.5%
COc1ccc(NC(=O)CSc2c3c(nc4ccccc24)CCC3)cc1Cl | -11.9%[76.3 µM]
CC(C)CN(CC(C)C)C(=O)CN1c2cccc3cccc(c23)S1(=O)=O | -0.1%
COc1ccc(OC)c(CCNC(=O)CCCc2nnc3n(C)c(=O)c4sccc4n23)c1 | -10.4%
COc1ccc(C)cc1S(=O)(=O)N1CCCC(C(=O)N2CCOCC2)C1 (stereo not drawn) | 0.4%[76.3 µM]
O=C(CN1CCN(Cc2ccc(F)cc2)C1=O)NCc1ccccc1Cl | 14.3%[76.3 µM]
COc1ccc(C)cc1S(=O)(=O)N(CC(=O)NCc1ccco1)c1ccc(C)cc1 | -2.2%[76.3 µM]
CCOc1cccc(C(=O)N(Cc2ccc(C(C)C)cc2)C2CCS(=O)(=O)C2)c1 (stereo not drawn) | -12.4%[76.3 µM]
COc1cccc(N2CCN(C(=O)c3ccc4c(Cl)c5c(nc4c3)CCCC5)CC2)c1 | -13.0%[76.3 µM]
COc1ccc(CCN=C(N)NS(=O)(=O)c2ccc(OC)c(OC)c2)cc1OC | -1.3%[76.3 µM]
